High-throughput results (PubChem)
PREPL inhibitor: inhibits the human prolyl oligopeptidase-like enzyme; Q4J6C6; recombinant PREPL, fluorescence polarization activity-based probe; inhibition, % at 5.96 µM; 320,000 tested, 0.68% active; in the data active = inhibition above about 43%;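 note: 0% = enzyme with DMSO and 100% = wells lacking enzyme; many of its hits are not listed in these tables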
PAD4 inh: blocks human protein arginine deiminase 4 | recombinant PAD4, RCA probe fluorescence polarization | 330,000 tested, 0.41% active | AID 485272 | Q9UM07 | inhibition, % at 6.36 µM;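 active = percent inhibition above a cutoff equal to the mean of all tested compounds plus 3 SD, cut at about 15% in these data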;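 note: 0% = PAD4 with RCA probe and DMSO and 100% = probe without PAD4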
Target sequence (Q9UM07 whole entry, looked up): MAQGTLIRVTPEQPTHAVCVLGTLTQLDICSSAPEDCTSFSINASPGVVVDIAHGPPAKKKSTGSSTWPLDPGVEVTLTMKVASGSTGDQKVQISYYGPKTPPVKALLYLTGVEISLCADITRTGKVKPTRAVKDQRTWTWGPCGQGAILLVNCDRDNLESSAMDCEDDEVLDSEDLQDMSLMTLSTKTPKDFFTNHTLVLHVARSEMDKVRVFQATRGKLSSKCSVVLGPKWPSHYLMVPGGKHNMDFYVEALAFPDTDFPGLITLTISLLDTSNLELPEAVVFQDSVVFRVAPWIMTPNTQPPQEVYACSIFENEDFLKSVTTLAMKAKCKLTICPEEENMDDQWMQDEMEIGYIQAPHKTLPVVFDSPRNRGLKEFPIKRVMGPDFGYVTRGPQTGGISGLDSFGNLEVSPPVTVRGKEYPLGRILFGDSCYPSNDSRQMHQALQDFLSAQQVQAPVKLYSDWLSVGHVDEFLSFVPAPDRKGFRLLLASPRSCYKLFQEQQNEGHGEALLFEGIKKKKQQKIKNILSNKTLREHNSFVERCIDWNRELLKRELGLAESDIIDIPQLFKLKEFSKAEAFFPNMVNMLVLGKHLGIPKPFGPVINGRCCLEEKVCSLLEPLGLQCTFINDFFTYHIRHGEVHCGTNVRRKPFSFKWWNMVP
PAFAH1B2 FP inh: blocks human PAF acetylhydrolase 1b catalytic subunit 2 | recombinant PAFAH1B2, FP-rhodamine activity probe, fluorescence polarization | inhibition, % at 3.39 µM | 340,000 tested, 1.2% active | AID 492953;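 active = inhibition above the mean of all tested compounds plus 3 SD, cut at about 24% in these data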;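 note: 0% = enzyme with DMSO and 100% = wells lacking PAFAH1B2; many of its hits are not listed in these tables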
PAFAH2 FP inh: PAFAH2 (human) inhibition; Q99487; recombinant PAFAH2, FP-rhodamine activity probe, fluorescence polarization; inhibition, % at 3.39 µM; 340,000 tested, 0.99% active;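 active = inhibition above the mean over all tested compounds plus 3 SD, cut at about 30% in these data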;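 note: inhibitors block probe labeling of enzyme so polarization drops; 0% = enzyme with DMSO and 100% = wells lacking PAFAH2 protein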
PAFAH1B3 inh: inhibitors of human PAFAH1B3; Q15102; recombinant PAFAH1B3, FP-rhodamine probe, fluorescence polarization; inhibition, % at 3.39 µM; 340,000 tested, 0.28% active;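 active = inhibition above the screen-wide average of all tested compounds plus 3 SD, cut at about 25% in these data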;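 note: 0% = enzyme with DMSO only and 100% = wells lacking PAFAH1B3 protein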
LYPLA2 inh: blocks human lysophospholipase 2, a PME1 counter-screen; O95372; recombinant LYPLA2, FP-Rh probe fluorescence polarization; inhibition, % at 5.9 µM; 320,000 tested, 0.38% active; AID 2177;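 active = inhibition above the screen-wide mean plus 3 SD, limit set per campaign, cut at about 26% in these data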;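 note: 0% = LYPLA2 with DMSO and 100% = wells lacking LYPLA2 enzyme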
LYPLA1 counter: counter-screen for PME1 inhibitors: inhibitors of human LYPLA1; recombinant LYPLA1, FP-Rh probe fluorescence polarization; inhibition, % at 5.9 µM; 320,000 tested, 0.16% active; AID 2174;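 active = inhibition above the mean of all tested compounds plus 3 SD, set per campaign, cut at about 14% in these data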;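 note: inhibitors block serine hydrolase probe labeling of LYPLA1 so polarization falls; 0% = enzyme with DMSO and 100% = wells lacking LYPLA1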
Target sequence (O75608 whole entry, looked up): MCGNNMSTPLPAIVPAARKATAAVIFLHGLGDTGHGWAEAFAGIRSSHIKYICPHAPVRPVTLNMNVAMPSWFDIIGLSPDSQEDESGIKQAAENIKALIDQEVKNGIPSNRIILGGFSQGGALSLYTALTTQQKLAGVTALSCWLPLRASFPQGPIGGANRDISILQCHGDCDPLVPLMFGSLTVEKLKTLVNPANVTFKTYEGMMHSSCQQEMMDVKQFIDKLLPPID
pPAFAH FP inh: pPAFAH (human) enzyme inhibition; Q13093; recombinant pPAFAH, FP-rhodamine probe fluorescence polarization; inhibition, % at 3.39 µM; 330,000 tested, 1.5% active; AID 463082;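 active = inhibition above the mean inhibition across the screen plus 3 SD, cut at about 25% in these data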;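 note: inhibitors block binding of the rhodamine activity-based probe so polarization drops; 0% = enzyme with DMSO and 100% = wells lacking pPAFAH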
GSTO1 inh: GSTO1 inhibition, counter-screen for RBBP9 inhibitors. P78417. recombinant GSTO1, activity-based probe fluorescence polarization. inhibition, % at 5.96 µM. 300,000 tested, 1.1% active. AID 1974;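 active = inhibition above the campaign mean inhibition plus 3 SD, cut at about 35% in these data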;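 note: 0% = GSTO1-1 with DMSO and 100% = wells lacking GSTO1-1 enzyme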
An asterisk follows results filed as active; . = not tested or not shown. These rows are one share of the data, so the mix of outcomes need not match the whole.

Compound,PREPL inhibitor,PAD4 inh,PAFAH1B2 FP inh,PAFAH2 FP inh,PAFAH1B3 inh,LYPLA2 inh,LYPLA1 counter,pPAFAH FP inh,GSTO1 inh
CCOC(=O)c1ccoc1CSCc1ccc(C(=O)OC)o1,8.8,-6.2,1.6,-2.1,7.2,-0.3,-1.9,5.6,3.0
CC(C)(C)OC(=O)N[C@H](C(=O)OC(C)(C)C)c1ccc(C(F)(F)F)cc1,8.5,-2.5,2.3,-5.5,19.1,-5.8,0.9,-0.8,.
Cc1nn(-c2ccc(Cl)cc2Cl)c(=O)c2ccccc12,10.2,-0.9,2.0,-0.5,1.6,5.7,1.0,4.3,4.7
S=C(NCCc1ccccc1)N1CCN(Cc2ccc(Cl)c(Cl)c2)CC1,-77.8,3.4,4.5,-15.6,1.4,2.0,-0.8,4.5,2.9
CC(Oc1cc2oc(=O)c3c(c2cc1Cl)CCC3)C(=O)NCCCN1CCOCC1 (centres undefined),11.2,-3.4,7.0,-0.3,4.0,3.8,-3.3,4.5,-4.5
CCOc1ccc(C)cc1S(=O)(=O)Nc1cccnc1,13.0,-0.9,0.4,0.7,4.8,0.5,-1.1,6.5,8.0
CCc1nnc(NS(=O)(=O)c2ccc(NC(=O)/C=C/c3ccc(F)cc3)cc2)s1,-6.9,-3.0,-4.6,-5.2,-2.3,-2.6,-6.2,-9.8,-11.8
CCOC(=O)c1[nH]cnc1C(=O)NCc1ccccc1,5.5,4.5,2.7,-5.2,8.2,7.8,0.9,-1.6,11.2
Cc1ccccc1-n1ncc2c(SCC(=O)NCc3cccs3)ncnc21,1.6,-0.2,-1.7,0.8,3.3,-5.7,-1.9,2.0,-7.8
OCCCc1nc2ccccc2n1CCc1ccccc1,13.4,-3.6,1.4,-3.8,4.5,-1.0,-3.2,-0.2,-4.2
CCc1cc2c(=O)c(-c3nc4ccccc4n3C)c(C)oc2c(CN2CCN(C)CC2)c1O,1.3,-5.3,.,.,.,3.3,-2.8,5.5,0.4
O=C(COc1ncnc2cc([N+](=O)[O-])ccc12)NCc1ccc2c(c1)OCO2,39.6,-3.2,2.5,8.6,3.5,7.8,1.7,11.6,13.2
Cc1cc(C)n2nc(NCc3cccc(Br)c3)nc2n1,2.8,-3.3,2.1,3.9,6.7,8.5,1.2,3.8,-7.5
COc1ccccc1N1CCN(C(=O)c2sc3nc(-c4ccccc4)cn3c2C)CC1,-3.6,-4.8,-9.6,1.1,5.8,2.6,1.4,9.1,-5.6
COc1ccc(-n2cc(C(=O)c3ccccc3O)cn2)cc1,3.7,-7.9,10.6,1.3,6.9,-2.7,0.2,0.6,2.0
O=C(CNC(=O)c1ccc(Br)o1)NCC(=O)OCc1ccccc1,13.1,-1.4,1.3,-3.5,2.5,-0.5,-1.2,-4.0,-6.6
Cn1ccc(-c2cc(C(=O)O)c3ccccc3n2)n1,-4.3,-4.3,0.4,6.5,10.0,-2.7,-4.0,3.4,-3.6
CN(C)Cc1c(O)ccc2c(=O)c(-c3ccccc3Cl)c(C(F)(F)F)oc12,2.6,0.5,3.8,1.8,6.4,-2.7,-1.3,2.6,-3.3
NC(=O)COn1c(SCC(N)=O)nc2ccccc2c1=O,6.7,-2.9,2.0,0.6,3.1,-0.9,-1.1,-2.8,-4.9
CN(NC(=O)c1ccccc1F)c1ccc([N+](=O)[O-])cn1,-1.3,2.1,5.6,5.8,-5.0,-0.4,-1.1,-4.0,-6.0
O=C(NCC1CCCO1)/C(=C/c1cn(-c2ccccc2)nc1-c1cccnc1)NC(=O)c1ccccc1 (centres undefined),-10.7,-4.1,3.7,1.5,10.6,-0.4,0.1,-0.7,26.3
Cc1ccc(S(=O)(=O)NCCC(=O)OCC(=O)N2CCCC2=O)cc1C,1.5,0.2,0.9,-0.4,5.1,8.2,5.3,9.1,9.6
CSc1nnc(Cn2c(=O)sc3ccccc32)n1C,-2.1,-0.8,-1.4,3.2,0.8,-7.2,-4.0,0.6,-5.3
Cc1ccc(S(=O)(=O)NCc2ccccc2)cc1C(=O)NCC1CCCO1 (centres undefined),3.2,1.2,2.8,-6.4,2.9,-0.7,-2.7,-2.8,-2.8
CN(CC(=O)Nc1ccc(Cl)cc1)C(=O)c1cc(-c2cccs2)nn1-c1ccccc1,-21.2,1.8,1.0,-10.5,1.6,-35.3,-16.4,3.6,-10.9
COc1ccc2nc(C)cc(SCC(=O)N/N=C/c3ccco3)c2c1,7.9,6.6,3.3,4.1,5.7,-0.8,-1.6,-1.2,-3.3
CCCCCCSc1cc(-c2nc3cc(C)ccn3c2NC2CCCCC2)ccc1OC,6.9,-6.0,-5.0,12.9,7.0,6.2,-2.1,11.3,0.6
CN1N=C(C(=O)N2CCCC(Nc3ccc(F)c(F)c3)C2)CCC1=O (centres undefined),2.5,-3.9,3.3,16.9,-4.7,-3.6,0.7,-1.2,4.8
Cc1ccc([N+](=O)[O-])cc1S(=O)(=O)Nc1ccccn1,8.5,-8.3,7.1,2.7,4.8,-2.0,0.8,-1.2,-6.8
COCCCN=C1NN=C(c2cc(C)n(-c3ccccc3F)c2C)CS1,3.1,1.1,-1.1,3.1,-1.7,0.0,10.8,3.2,5.3
CS(=O)(=O)NN1C(=O)c2ccccc2NC1c1cccs1 (centres undefined),-8.2,1.8,1.0,-9.3,0.6,-7.6,-2.4,-3.2,8.3
Cc1cc(C)c2c(=O)[nH]c(=O)n(Cc3ccccc3)c2n1,-16.0,-1.5,5.0,-3.6,2.4,2.7,-1.5,-1.9,4.8
COc1ccc(-c2cc3c(=O)n(CC(=O)NC4CCN(Cc5ccccc5)CC4)ncn3n2)cc1,11.6,-6.1,5.0,2.4,0.6,-2.0,0.9,3.5,8.3
CCOC(=O)Nc1c(O)ccc2oc(C)c(-c3ccccc3)c12,-0.1,0.1,5.3,-6.3,2.5,-1.3,-1.9,2.4,-3.2
Cc1ccc(-n2c(=O)[nH]cc(C(=O)Nc3ccc4c(c3)OCO4)c2=O)cc1C,3.0,-1.4,2.0,3.3,9.7,1.4,-1.7,3.7,0.9
CC(C)CC(=O)NC(Nc1ccccc1F)C(Cl)(Cl)Cl (centres undefined),11.4,-0.6,1.3,2.9,-1.3,16.0,-0.6,-1.6,9.8
CSCCC1NC(=O)N(CC(=O)Nc2cccc3ccccc23)C1=O (centres undefined),12.6,-2.4,-1.4,2.2,8.1,-3.4,-1.9,1.5,1.7
COc1ncccc1C(=O)N1CCCC(N2CCN(c3ccc(F)cc3)CC2)C1 (centres undefined),8.8,-3.5,-10.0,-3.1,-4.2,-5.1,-4.5,0.5,-3.3
CCCCc1nc2cc(C(=O)NCCc3c(C)n[nH]c3C)ccc2o1,-6.1,-0.9,-7.9,16.3,3.1,5.0,2.7,4.1,-2.4
O=C(CCNC(=O)c1ccc(Br)cc1)NC1CCCCCC1,-4.3,8.0,3.1,0.2,3.0,-6.0,-3.2,3.8,.
Cc1cc(C)c2c(n1)SCC(=O)N2CC(=O)Nc1ccccc1Cl,9.2,-1.1,3.3,-6.4,-6.0,-6.9,-1.0,0.6,8.7
C=CCNC(=O)c1sc(=S)n(-c2ccc(C(=O)OCC)cc2)c1N,8.3,-5.2,-1.1,-1.9,4.2,-2.3,-0.4,4.5,4.7
Cn1ccnc1Sc1ccccc1[N+](=O)[O-],-6.2,-0.8,6.0,4.1,4.3,7.8,6.7,8.3,4.7
O=C(COc1ccccc1)N(Cc1cc2ccccc2[nH]c1=O)CC1CCCO1 (centres undefined),2.8,-2.5,5.4,1.1,3.8,-2.8,1.6,5.8,5.2
O=C1C(C=NCCCn2ccnc2)=C(O)c2ccccc21,17.2,-1.4,-3.5,-3.8,4.8,5.1,-3.2,0.1,-3.5
O=C(O)CCn1c(SCc2cc(=O)n3ccccc3n2)nc2ccsc2c1=O,21.0,-3.6,1.7,5.3,4.0,-4.8,-2.0,2.3,-11.5
O=C(NCc1ccco1)C1CC(c2ccccc2O)=NO1 (centres undefined),0.1,-5.7,1.7,6.2,3.0,-1.9,-1.4,4.0,-0.4
CS(=O)(=O)N(CC(=O)N1CCN(C(c2ccccc2)c2ccccc2)CC1)C1CCCCC1,-0.5,4.5,3.2,2.9,4.2,7.3,4.8,0.2,1.9
CC1=NN(c2ccccc2)C(=O)/C1=C\c1cn(-c2ccccc2)nc1C,5.5,-3.3,-3.2,-1.7,-0.5,6.2,-1.1,-0.4,6.1
Cc1ccc(NC(=O)c2oc3ccccc3c2NC(=O)c2ccc3c(c2)OCO3)cc1,8.8,-2.5,-22.6,-48.1,-46.9,-0.8,-7.9,-1.7,-2.5
CC1Cc2ccccc2N1C(=O)CCS(=O)(=O)c1cccc2nonc12 (centres undefined),7.4,-3.8,2.8,5.2,7.0,10.2,2.3,1.5,12.7
CC1CCCN(CCSc2ccc(Cl)cc2)C1 (centres undefined),-1.6,-1.9,6.0,1.1,4.8,4.2,0.1,0.8,-1.4
COCCCNC(=S)NNC(=O)c1ccc2c(c1)OCO2,1.1,-4.0,-9.1,1.3,4.4,0.1,-1.5,0.0,3.6
CCOc1ccccc1NC(=O)C1CCN(c2nc(-c3ccc(OC)cc3)no2)CC1,-8.0,5.2,6.6,8.1,8.3,-1.8,-1.2,5.6,2.6
CC1CCCC(NS(=O)(=O)c2ccc3c(c2)OCCO3)C1C (centres undefined),6.6,-0.2,4.6,0.8,9.4,-6.0,-2.6,5.4,10.3
Cc1cccc2cn[nH]c12,0.8,6.1,-2.7,-1.0,2.5,-5.5,-2.5,3.2,4.1
O=C(O)CN=C1NC2(CCCC2)Cc2ccccc21,8.7,0.1,2.7,-2.2,15.0,4.6,-1.7,-1.2,8.0
C/C(=N\OCc1ccc(C#N)cc1)c1cc2ccccc2o1,-6.2,-2.0,1.3,-3.4,-3.8,-3.4,-2.7,3.7,-1.4
O=C(c1ccc([N+](=O)[O-])cc1[N+](=O)[O-])N1CCN(C(=O)C2CCCO2)CC1 (centres undefined),16.9,-2.2,6.3,0.3,12.0,-2.0,1.6,-3.3,.
COc1ccc([C@H]2[C@H]3C=CC[C@@H](C)[C@@H]3C(=O)N2Cc2ccccc2)cc1Cl,-3.6,1.9,-3.4,-2.7,-4.0,5.1,-0.7,4.7,2.3

Next structures:
Compound,PREPL inhibitor,PAD4 inh,PAFAH1B2 FP inh,PAFAH2 FP inh,PAFAH1B3 inh,LYPLA2 inh,LYPLA1 counter,pPAFAH FP inh,GSTO1 inh
OCCNC(=S)NCCc1ccccc1,-8.4,-3.3,1.0,2.6,-0.6,-1.1,-1.7,5.3,7.1
COC(=O)c1ccc(CN(c2ccccc2OC)S(=O)(=O)c2cccs2)o1,-13.1,-4.6,-5.4,-3.1,1.8,1.1,-2.8,4.8,6.4
CCC(=O)Nc1nc(-c2ccccc2)nc(SC)c1C(C)=O,-2.7,-2.1,4.9,3.5,4.5,-6.8,-3.1,3.9,-7.5
Fc1ccc(NC(=S)NCc2ccc3c(c2)OCO3)cc1,-3.1,-5.1,2.6,-0.1,8.9,-0.8,-1.1,0.6,-1.4
CN(C)/C=N/c1c(C#N)cnn1-c1nc2ccccc2s1,6.6,-0.9,4.4,4.4,10.1,1.6,1.1,-0.5,4.7
